Screening data deposited in PubChem by Broad Institute.
PGC1a acetyl inh: inhibitors of PGC1a acetylation signal, primary screen, cell-based, U2OS, AlphaScreen, inhibitor mode; 0.17% of 350,000 active; inhibition, % at 15.6 µM; AlphaScreen anti-acetyl-lysine; with virally co-expressed GCN5 acetyltransferase;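 active = every replicate shows inhibition of at least 40%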;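 note: 0% = neutral control wells and 100% = positive control wells; some results beyond the cut were filed as inactive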
Statin myotox sup: suppressors of statin myotoxicity in C2C12 myotubes, primary screen, cell-based, single point, plate reader; rescue of ATP level, % at 7.49 µM; AID 602340, 2012; C2C12 myotubes + simvastatin, ATP luminescence, 48 h; scaled: DMSO 0, geranylgeraniol control 100; 0.78% of 330,000 active;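 active = mean ATP rescue above about 67%, or every replicate alone reaching that limit, limit read from the data, passing the limit was not always enough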;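 note: myotubes were challenged with 10 µM simvastatin during compound exposure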
miR122 inh: miR-122 Renilla sensor signal increase in Huh7, primary screen, miR-122 inhibitor project, cell-based, single point, plate reader; Huh7 miR-122 Renilla luciferase sensor, 48 h; neutral wells = 0, positive control = 100; 0.3% of 340,000 active; activation (reporter increase), % at 12.5 µM;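 active = mean replicate activation score at least 90 and every replicate individually at or above 90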;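 note: higher luciferase means less miR-122 activity so hits act as miR-122 inhibitors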
GSIS activator: GLuc luminescence reporter in INS-1E cells, primary screen for activators of glucose-dependent secretion of insulin | INS-1E GLuc reporter insulin secretion, 2-3 h | 0.61% of 370,000 active | AID 743287, 2014 | activation, % at 16.6 µM;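 active = lowest replicate activation of at least 40%, so every replicate reaches that level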;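 note: 0% = median of neutral control wells and 100% = median of IBMX positive control wells; some compounds called inactive have numbers as strong as hits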
F508del corr: F508del CFTR correction, initial screen, CFBE line, single point; CFBE cells, YFP halide quenching; stimulated with forskolin plus potentiator P3; % fluorescence drop versus neutral controls; activity (quench increase), % at 7.58 µM; 0.36% of 350,000 active; AID 720511, 2013;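 active = mean added fluorescence quench of at least 8% versus neutral control, with both replicates also reaching 8%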;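 note: cells transiently co-express mutant CFTR-F508del with the halide-sensitive YFP; corrector assay measuring rescue of mutant channel to the surface after 24 h compound exposure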
Cneo AK release: Cryptococcus neoformans cell lysis inducers, primary screen, AK release luminescence, single concentration; C. neoformans lysis, adenylate kinase release luminescence, 4 h; normalised: neutral wells 0, clomiphene wells 100; 0.2% of 360,000 active; AID 651654, 2012; lysis activity, % at 15 µM;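 active = mean lysis activity across replicates of at least 80%, whatever share of replicates individually reach that level; inactive = mean lysis activity below 80%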
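Material: C. neoformans cells | Amount: Yeast cell density of 5 × 10^6 cells/mL | Medium: Fresh YPD growth medium | Dosing: Single dose | Times: Static 4 h at 37 °C with compound, 1 h detection | Detection: AK luminescence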
FN deposition inh: inhibitors of fibronectin matrix deposition, primary screen, AH1F cells, Alexa488-fibronectin fluorescence, plate reader. AH1F fibroblasts, overnight. AID 743247, 2014. inhibition, % at 12.6 µM. 0.086% of 350,000 active;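 active = mean inhibition across replicates of 30% or more, regardless of how many single replicates reach that level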;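 note: positive control wells lacked labelled fibronectin entirely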
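Assay system: AH1F fibroblast monolayer, labelled fibronectin deposition. Amount: 10000 cells per well. Also added: labelled fibronectin 24 nM. Compound: single-point pinned compound. Incubation: cell attachment 1 h, compound and FN exposure overnight. Detection: fluorescence after three HBSS washes, excitation 485 nm, emission 525 nm. Read-out: inhibition of fibronectin deposition signal.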
PglD inh: C. jejuni PglD acetyltransferase inhibitors, primary screen, biochemical, DTNB colorimetric, single point. UDP-N-acetylbacillosamine N-acetyltransferase PglD (Campylobacter jejuni). purified PglD enzyme, DTNB colorimetric CoA detection. inhibition, % at 12.5 µM. 0.098% of 360,000 active; in the data active = inhibition above about 16%, passing the limit was not always enough; note: strong numbers were not always called active
Starred values were filed as active, the others as inactive; . = no result given; & = joins results of further samples; [ ] = remark or other dose.

Results follow in this order: PGC1a acetyl inh | Statin myotox sup | miR122 inh | GSIS activator | F508del corr | Cneo AK release | FN deposition inh | PglD inh
1: C=CCn1c(SCC(=O)NCC)nnc1-c1cc2c(s1)CCC(CC)C2 (stereo not drawn)
 : . | 3 | -10 | 13 | 2.5 | -6 | -3 | -6
2: COC(=O)c1ccc(CO/N=C(\NC(C)=O)c2nonc2NC(C)=O)cc1
 : . | . | -24 | -6 | . | 5 | 1 | 0
3: Cc1nn(Cc2ccccc2Cl)c(C)c1NC(=O)c1ccn(C)n1
 : -8 | . | 1 | 20 | . | 1 | 3 | 4
4: O=C(NC1CCCCCC1)C1CCC(=O)N(Cc2ccccc2F)C1 (stereo not drawn)
 : -6 | -4 | 1 | 4 | -5.1 | 2 | -1 | 2
5: Cc1ccc(S(=O)(=O)c2cc(C#N)c(=O)[nH]c2N)cc1
 : 6 | 10 | 13 | . | . | 2 | -11 | 7
6: COc1ccc(C2NN=C(c3ccc(C)cc3)S2)cc1 (stereo not drawn)
 : . | -4 | . | 17 | 0.1 | -4 | -7 | -9
7: O=C(NCCC(=O)N1CCNC1=O)OCc1ccccc1
 : -4 | -2 | -1 | . | . | 1 | . | 2
8: CC(C)(C)c1ccc(CC(=O)N2CCC2(C)C(=O)NCc2cccc3ccccc23)cc1 (stereo not drawn)
 : -14 | -29 | 0 | -20 | -1.3 | 2 | -14 | -1
9: O=C(NCC[C@@H]1CC[C@@H](NS(=O)(=O)Cc2ccccc2)[C@@H](CO)O1)C1CCCCC1
 : 6 | 4 | . | -6 | 0.0 | 0 | -17 | 5
10: CCCCNC(=O)N(CC)c1c(N)n(Cc2ccccc2)c(=O)[nH]c1=O
 : 9 | . | . | 5 | 1.2 | . | -8 | .
11: Cc1ccc(C)c(N2CCN(C(=O)Cc3ccc(-n4c(=O)[nH]c5ccsc5c4=O)cc3)CC2)c1
 : -1 | 8 | -2 | -20 | . | 3 | . | -2
12: COc1cccc(-c2ccc([C@@H]3[C@H](CO)N4CCCCN(CC5CCOCC5)C[C@@H]34)cc2)c1
 : -13 | . | 6[16.7 µM] | . | -0.6 | 0 | . | -1
13: COc1ccc(S(N)(=O)=O)cc1C(=O)OCC(=O)Nc1ncc(Cl)c(C)c1Cl
 : -2 | 3 | 4 | 4 | 3.5 | -1 | -3 | -3
14: CS(=O)(=O)N1[C@@H]2Cn3c(cccc3=O)[C@H]1[C@@H](C(=O)NCc1ccccc1)[C@@H]2CO
 : . | 6 | . | 3 | . | 47 | . | -2
15: COC(=O)c1cc(S(=O)(=O)N2CCC(c3cc(OC)ccc3OC)C2)c[nH]1 (stereo not drawn)
 : 4 | -14 | -3 | -28 | -0.1 | . | -1 | .
16: CC(=O)c1ccc(O)c(CSC2=NCCS2)c1
 : -5 | . | . | 13 | 1.7 | . | -13 | .
17: CC(=O)OC1OCCOC1NC(=S)Nc1cccc(C(F)(F)F)c1 (stereo not drawn)
 : -14 | . | -5 | -8 | 4.4 | . | -5 | .
18: COCCNc1nc(Nc2ccccc2Cl)c2sccc2n1
 : . | -5 | -2 | -2 | 0.3 | -1 | 2 | 4
19: O=C(CN1C(=O)C2CCCCC2C1=O)OCc1nnc(-c2ccccc2)o1 (stereo not drawn)
 : -10 | 4 | 0 | -12 | -1.5 | 5 | 3 | -6
20: COc1ccc(NC(=O)Nc2ccc3c(c2)C(=O)N([C@@H](C)CO)C[C@H](C)[C@H](CN(C)S(=O)(=O)c2ccc(OC)cc2)O3)cc1
 : -9 | -45 | -20[16.7 µM] | 1 | -0.5 | -1 | . | 2
21: COc1ccccc1CNC(=O)C1CCN(S(=O)(=O)c2ccc(N3CCCC3=O)cc2)CC1
 : 0 | -13 | -1 | -11 | 1.0 | -1 | -6 | -4
22: COc1ccc(S(=O)(=O)N2CCCC2CNC(=O)C(=O)NCc2ccc(C)cc2)cc1 (stereo not drawn)
 : . | 5 | . | -31 | 3.0 | -4 | 1 | 3
23: COC(=O)c1[nH]c2ccccc2c1NC(=O)Oc1ccccc1
 : 4 | . | 5 | . | . | 0 | . | 4
24: CCc1ccc2[nH]c(=O)c(C(c3nnnn3CCOC)N3CCN(c4ccc(F)cc4)CC3)cc2c1 (stereo not drawn)
 : 8 | 8 | 0 | . | . | 1 | . | 5
25: Cc1ccc(NC(=O)c2ccc3c(c2)OCO3)cc1S(=O)(=O)N1CCOCC1
 : -1 | -10 | 9 | -16 | 2.6 | 0 | 3 | 2
26: CCCC(=O)N/C(N)=N/c1nc(C)c2cc(C)ccc2n1
 : 0 | . | -9 | 1 | 1.2 | 1 | -7 | -1
27: O=C(CSc1nc2ccccc2[nH]1)Nc1ccc(N2CCOCC2)cc1
 : . | -1 | -7 | 37 | 2.5 | -6 | . | -4
28: CCOc1ccc(-c2nc(C#N)c(N3CCN(C)CC3)o2)cc1
 : 1 | -4 | -8 | -3 | -0.8 | -12 | . | -1
29: Cc1cccc(Cn2c(C(C)O)nc3ccccc32)c1 (stereo not drawn)
 : 0 | 10 | -1 | 14 | . | 3 | 1 | 2
30: Cc1ccc2c(c1)COc1c3ccc(C(=O)O)cc3nn1-2
 : . | 3 | -3 | 11 | 0.5 | -1 | -10 | 6

Later entries
Short forms: A = PGC1a acetyl inh; B = Statin myotox sup; C = miR122 inh; D = GSIS activator; E = F508del corr; F = Cneo AK release; G = FN deposition inh; H = PglD inh
31: CCC(=O)N(Cc1cc2ccccc2[nH]c1=O)C(C)C
  A = .; B = 8; C = .; D = 16; E = .; F = -2; G = .; H = -1

32: Cc1ccc(S(=O)(=O)N(C)C[C@H]2Oc3c(NC(=O)c4cc(C)nn4C)cccc3C(=O)N([C@H](C)CO)C[C@H]2C)cc1
  A = -9; B = 18; C = 24[16.7 µM]; D = -3; E = -0.8; F = 0; G = .; H = 3

33: O=C(C[C@@H]1C[C@@H]2c3cc(NC(=O)CC4CC4)ccc3O[C@@H]2[C@H](CO)O1)NCCN1CCCCC1
  A = -3; B = 7; C = -3[16.7 µM]; D = -13; E = 2.4; F = 2; G = 0; H = 2

34: CC1(C)CC(NC(=O)c2cc(S(=O)(=O)N3CCOCC3)ccc2Cl)CC(C)(C)N1
  A = -7; B = -5; C = 6; D = 17; E = 1.5; F = 1; G = -1; H = -2

35: CSc1ccc(S(=O)(=O)N2CCC(C(=O)NCc3ccco3)CC2)cc1
  A = .; B = 3; C = -1; D = -26; E = -3.0; F = 0; G = -7; H = -1

36: Cc1cc(O)cc(=O)n1Cc1ccco1
  A = 8; B = 15; C = 0; D = .; E = .; F = 1; G = .; H = -4

37: O=C(Nc1nc2cc(Cl)ccc2s1)C1CCCN(S(=O)(=O)c2cccc3cccnc23)C1 (stereo not drawn)
  A = -11; B = 23; C = 4; D = .; E = .; F = 3; G = .; H = -7

38: COc1ccc(CN(C)CC(=O)Nc2ccccc2C(=O)NC2CC2)cc1
  A = 4; B = -2; C = 7; D = 21; E = -3.8; F = 1; G = -1; H = -4

39: COc1ccc(-c2ccc(C3[C@H]4CNC[C@@H]3N4S(=O)(=O)c3ccc(OC)cc3)cc2)cc1 (stereo partly drawn)
  A = 7&-1; B = .; C = .; D = 14&-5; E = 1.2&4.3; F = .; G = 1&1; H = .

40: C[C@@H]1CN([C@@H](C)CO)S(=O)(=O)c2ccc(C#CC3CC3)cc2O[C@@H]1CN(C)C(=O)c1cccnc1
  A = -1; B = 6; C = -14[16.7 µM]; D = -3; E = -0.4; F = -1; G = 5; H = -1

41: CCOc1ccc(S(=O)(=O)N2CCCC(C(=O)Nc3cc(C)cc(C)c3)C2)cc1 (stereo not drawn)
  A = -5; B = 5; C = -4; D = 112; E = 2.5; F = -3; G = 1; H = 5

42: CN(Cc1ccco1)C(=O)c1c[nH]c2ccc(S(=O)(=O)Nc3ccc4c(c3)OCCO4)cc2c1=O
  A = -3; B = 6; C = -1; D = -4; E = 0.2; F = .; G = 0; H = .

43: Cc1ccc(S(=O)(=O)N(C)C[C@@H]2OCCCC[C@H](C)Oc3ccc(NC(=O)Nc4c(C)noc4C)cc3C(=O)N([C@@H](C)CO)C[C@H]2C)cc1
  A = 3; B = .; C = -2[16.7 µM]; D = 16; E = 0.7; F = 1; G = 2; H = -4

44: O=C(c1cccs1)N1CCN(C(=O)c2cccs2)C1=S
  A = 10; B = 9; C = -6; D = -3; E = -5.2; F = .; G = 4; H = .

45: COc1cccc(-c2cnc3c(c2)C(=O)N([C@H](C)CO)C[C@@H](C)[C@H](CN(C)C(=O)Nc2ccccc2F)O3)c1
  A = 6&-8&-3; B = 5&3&6; C = 8; D = 17&-20; E = -0.8&0.7&-0.4; F = -11&-1; G = 8; H = 5&1

46: C[C@@H]1CN([C@@H](C)CO)C(=O)Cc2cc(NS(=O)(=O)c3cccs3)ccc2O[C@@H]1CN(C)Cc1ccc(C(=O)Nc2ccccc2N)cc1
  A = -3; B = -75; C = -3[16.7 µM]; D = 3; E = 1.9; F = -4; G = .; H = 3

47: CN(c1nnc(N)s1)C1CCCCC1
  A = .; B = 0; C = .; D = -2; E = -5.2; F = -1; G = 1; H = -4

48: NS(=O)(=O)c1ccc(CCNC(=O)CCCn2c(SCC(=O)N3CCCC3)nc3ccsc3c2=O)cc1
  A = -2; B = .; C = -2; D = -6; E = 2.7; F = .; G = 14; H = .

49: CC(=O)c1ccc(NC(=O)c2ccc(C)c(Br)c2)cc1
  A = -9; B = .; C = .; D = -5; E = -0.5; F = .; G = -9; H = .

50: O=C(c1ccc([N+](=O)[O-])c(CS(=O)(=O)c2ccc(Cl)cc2)c1)N1CCCC1
  A = .; B = 16; C = -3; D = 6; E = -1.2; F = 3; G = 1; H = 1

Filtered by structure: those above with a thiophene ring, fused or not
Short forms: A = PGC1a acetyl inh; B = Statin myotox sup; C = miR122 inh; D = GSIS activator; E = F508del corr; F = Cneo AK release; G = FN deposition inh; H = PglD inh
1: C=CCn1c(SCC(=O)NCC)nnc1-c1cc2c(s1)CCC(CC)C2 (stereo not drawn)
  A = .; B = 3; C = -10; D = 13; E = 2.5; F = -6; G = -3; H = -6

11: Cc1ccc(C)c(N2CCN(C(=O)Cc3ccc(-n4c(=O)[nH]c5ccsc5c4=O)cc3)CC2)c1
  A = -1; B = 8; C = -2; D = -20; E = .; F = 3; G = .; H = -2

18: COCCNc1nc(Nc2ccccc2Cl)c2sccc2n1
  A = .; B = -5; C = -2; D = -2; E = 0.3; F = -1; G = 2; H = 4

44: O=C(c1cccs1)N1CCN(C(=O)c2cccs2)C1=S
  A = 10; B = 9; C = -6; D = -3; E = -5.2; F = .; G = 4; H = .

46: C[C@@H]1CN([C@@H](C)CO)C(=O)Cc2cc(NS(=O)(=O)c3cccs3)ccc2O[C@@H]1CN(C)Cc1ccc(C(=O)Nc2ccccc2N)cc1
  A = -3; B = -75; C = -3[16.7 µM]; D = 3; E = 1.9; F = -4; G = .; H = 3

48: NS(=O)(=O)c1ccc(CCNC(=O)CCCn2c(SCC(=O)N3CCCC3)nc3ccsc3c2=O)cc1
  A = -2; B = .; C = -2; D = -6; E = 2.7; F = .; G = 14; H = .
